Yp Topo-I inh: Yersinia pestis topoisomerase I inhibitors, primary screen, biochemical, cleavage product accumulation, plate reader, single point | 360,000 tested, 0.064% active | Y. pestis Topo-I cleavage product accumulation | activity, % at 10 µM; in the data active = activity above about 50%, passing the limit was not always enough; inconclusive = no clear call, values can overlap the other calls; note: inactives centre near 2
PfHsp40 yeast: rescue of yeast from PfHsp40 toxicity, primary screen, S. cerevisiae, ATP luminescence; S. cerevisiae expressing PfHsp40, growth rescue; growth rescue, % at 12.5 µM; 340,000 tested, 0.68% active; in the data active = growth rescue above about 28%, passing the limit was not always enough; inconclusive = no clear call, values can overlap the other calls;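 note: yeast W303a lacking pdr1 and pdr3 grown in galactose medium; growth measured after three days at 30 °C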
SARS 3CLpro inh: SARS-CoV 3CLpro protease inhibitors, primary screen, biochemical, quenched FRET | Replicase polyprotein 1ab (Severe acute respiratory syndrome coronavirus), P0C6X7 | recombinant SARS-CoV 3CLpro, quenched FRET peptide cleavage | inhibition, % at 6 µM | 290,000 tested, 0.14% active | AID 1706, 2009; in the data active = inhibition above about 12%
CCHFV vOTU inh: CCHFV vOTU protease inhibitors, primary screen, biochemical, Pep-AMC substrate, fluorescence; 370,000 tested, 0.55% active; Crimean-Congo hemorrhagic fever virus L polyprotein viral ovarian tumor (vOTU) protease …; AID 651958, 2012; inhibition, % at 11.5 µM; in the data active = inhibition above about 30%; note: 0% = vehicle wells with enzyme and 100% = no enzyme wells
Vc quorum ag: inducers of Vibrio cholerae quorum light production without autoinducers, primary screen, BH1578 luxS cqsA deficient, single point. 350,000 tested, 0.16% active. activation, % at 18.7 µM. V. cholerae BH1578 lux reporter, luminescence, 6 h; in the data active = activation mostly above about 9.7%, no sharp cut-off; inconclusive = no clear call, values can overlap the other calls; inactive = mostly below about 3.7%; note: not every result past the cut was called active; inactives centre near 0; reference of the scale not given here
SSB-PriA inh: inhibitors of Klebsiella pneumoniae PriA binding to SSB C-terminal tail, primary screen, biochemical, AlphaScreen | PriA–SSB C-terminal tail interaction (Klebsiella pneumoniae) | AlphaScreen SSBct-PriA binding, biotinylated peptide | inhibition, % at 33 µM | 430,000 tested, 0.6% active; in the data active = inhibition mostly above about 37%, no sharp cut-off; inactive = mostly below about 20%;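 note: plate controls were negative control peptide for no effect and reference peptide for full effect; strong numbers were not always called active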
BoNT A protease: BoNT/A light chain protease inhibitors, primary screen, biochemical, flow cytometry, MLPCN library; 360,000 tested, 0.17% active; AID 588499, 2011; multiplex microsphere protease substrate cleavage; inhibition, % at 10 µM; Botulinum neurotoxin type A light chain protease (Clostridium botulinum A str. ATCC 3502); note: plate controls were buffer without enzyme for full effect and enzyme alone for no effect
TcdB GH inh: TcdB glycohydrolase inhibitors, primary screen, biochemical, single point, plate reader; Toxin B (Clostridioides difficile), P18177; TcdB glycohydrolase enzymatic assay; inhibition, % at 9.99 µM; 350,000 tested, 0.24% active; in the data active = inhibition above about 10%
DUSP3 inh: VHR1 phosphatase inhibitors, primary screen, biochemical, absorbance, uHTS | Dual specificity protein phosphatase 3 (Homo sapiens), P51452 | 290,000 tested, 0.52% active | inhibition, % at 13.3 µM | AID 1654, 2009 | recombinant VHR phosphatase, pNPP absorbance; in the data active = inhibition above about 50%; note: some compounds called inactive have numbers as strong as hits
Target sequence (P51452 whole entry, looked up): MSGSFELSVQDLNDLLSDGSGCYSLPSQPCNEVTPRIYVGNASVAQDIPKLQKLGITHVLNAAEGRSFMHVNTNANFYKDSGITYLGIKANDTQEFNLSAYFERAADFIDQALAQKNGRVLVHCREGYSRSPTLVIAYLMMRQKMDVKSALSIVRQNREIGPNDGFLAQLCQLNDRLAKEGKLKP
Anthrax LF prot: Bacillus anthracis LF protease inhibitors, primary screen, biochemical, multiplex microsphere, MLPCN library; Lethal factor (Bacillus anthracis), P15917; multiplex microsphere protease cleavage assay; inhibition, % at 10 µM; AID 588501, 2011; 360,000 tested, 0.12% active; note: plate controls were buffer without enzyme for full effect and enzyme alone for no effect
* marks the source's active call; other numbers are inactive results; i = inactive; ? = inconclusive; nt = no result given; & = joins results of further samples. Cut-off read from the data, not from the text of the source, unless noted: active = inhibition above about 30%; inconclusive = no clear call, values can overlap the other calls; inactive = below that. These rows are one share of the data. The share of hits here may be higher or lower than overall.

SMILES	Yp Topo-I inh	PfHsp40 yeast	SARS 3CLpro inh	CCHFV vOTU inh	Vc quorum ag	SSB-PriA inh	BoNT A protease	TcdB GH inh	DUSP3 inh	Anthrax LF prot
CCNC(=O)/C(C#N)=C/c1c(N2CCOCC2)nc2ccccn2c1=O	-2	-0.5	5	-36	-0.3	3	-0.4	1.0	-7	1
Cc1ccc(N2C(=O)c3ccccc3C2(O)c2ccccc2)cc1 (stereo not drawn)	0	0.4	nt	0	5.6	-5	0.4	0.2	nt	-3
CC(/C=C/c1ccc2c(c1)OCO2)=N/NC(=O)CNc1ccc(C)cc1	-1	-1.9	5	2	i	nt	-1.1	nt	nt	-4
Cc1ccc(C)c(NC(=O)COC(=O)c2nc(Cl)ccc2Cl)c1	-11	-0.2	nt	1	5.1	-24	1.7	0.7	nt	-3
O=C(CSc1nnnn1-c1cccc2c1CCCC2)NC1CCCC1	25	0.5	1	2	0.3	-8	-0.8	nt	-13	-6
COc1ccc(C)cc1NC(=O)CCNS(=O)(=O)c1cccc2nonc12	-5	0.2	8	2	-0.4	-3	0.7	-4.8	8	-4
CCC(C)n1c(SC(C)C#N)nc2ccccc2c1=O (stereo not drawn)	5	0.2	-2	-8	-1.7	-33	1.2	1.9	18	-5
c1ccc(OCCSc2nc3ccccc3[nH]2)cc1	-3	3.2	2	-5	-0.7	-8	-0.8	nt	22	0
CCCOc1ccccc1C(=O)NC(CO)C(=O)O (stereo not drawn)	-5	-0.7	4	-9	-0.4	-2	?	nt	23	?
CC1Cc2nc(SCC(=O)NCC3CCCO3)n(-c3ccc(F)cc3)c(=O)c2S1 (stereo not drawn)	14	-0.3	-1	-4	i	-11	-0.1	1.6	-5	1
O=C(O)CCC(C(=O)O)n1c(O)c(C2=c3ccccc3=NC2=O)sc1=S (stereo not drawn)	2	-0.7	-1	11	-0.2	-9	1.1	nt	7	-1
O=C(NC1CCCc2ccccc21)C1CCN(c2nnc(-n3cccc3)s2)CC1 (stereo not drawn)	32	-0.5	1	6	-0.2	-16	-0.5	0.2	-5	-5
CCOC(=O)Cc1csc(N/N=C/c2ccccc2)n1	-10	0.4	8	3	-0.3	nt	1.2	1.0	5	-2
COc1c(Cl)cc(Cl)cc1C(=O)Nc1ccc(CN2CCCCC2)cc1	3	0.7	4	12	-0.5	-1	-0.1	0.0	-26	0
CCCn1c(-c2ccccc2)nc2c(=O)n(C)c(=O)[nH]c21	-4	-0.1	-1	-28	-0.5	-14	-0.9	nt	-1	-9
COc1cc(C2CC(=O)Oc3cc(C)c(Cl)c(C)c32)cc(OC)c1OC (stereo not drawn)	23	0.2	nt	7	-6.9	-2	-0.4	0.5	nt	8
Cc1cc(C)nc(SCc2ccc(C(=O)N/N=C3\CC(C)CC(C)(C)C3)cc2)n1 (stereo not drawn)	12	-1.1	2	4	-0.2	nt	-0.1	-0.7	39	-4
O=C(CO/N=C/c1ccccc1Cl)N1CCCc2ccccc21	17	0.5	5	10	i	nt	0.4	nt	27	-2
Cc1[nH]nc2c1C1(CCN(Cc3ccccc3)CC1)C(C#N)=C(N)O2	8	-0.9	-3	1	i	-1	1.8	nt	24	0
Cc1occc1-c1nnc(SCC(=O)Nc2nc3ccccc3s2)o1	8	0.3	-4	2	i	2	0.9	nt	-2	-2
COc1ccc(/C=C/C(=O)N2CCN(c3ccccn3)CC2)c(OC)c1OC	19	6.6	-2	13	3.2	-7	-1.8	-5.6	nt	-6
COc1ccc(S(=O)(=O)Nc2ccc(-n3cccc3)cc2)cc1	-2	15	5	20	-0.3	4	-1.2	0.9	-2	-4
Cc1ccc(-n2nc(C(=O)c3ccccc3)n3c(=O)c(Cc4ccccc4)nnc23)cc1	23	2.6	-1	2	nt	-1	0.1	nt	nt	2
O=C(O)c1ccccc1C(=O)N(c1ccccc1)c1ccccc1	-3	1.4	nt	-8	-0.4	-9	-1.0	2.0	nt	3
CCOCCCN1CN(Cc2ccco2)CNC1=S	-1	-0.1	-2	6	i	1	0.3	0.3	0	6
COc1cccc(-c2ncc3ccccc3c2COC(=O)c2cccc(Br)c2)c1	9	0.5	nt	-4	1.3	-10	-0.1	0.9	nt	-10
COc1ccc([C@H]2C[C@@H](n3cc(C4CC4)nn3)[C@H](O)CN2C(=O)c2cccs2)cc1	2	nt	nt	-5	-0.3	nt	-0.2	0.3	nt	0
CCOC(=O)N1CCN(C(=O)CCNS(=O)(=O)c2ccc3c(c2)c(=O)n(C)c(=O)n3C)CC1	15	-1.4	-2	-3	i	-11	-1.1	-1.8	23	0
COC(=O)C(C)Sc1nc2c([nH]c3ccccc32)c(=O)n1C (stereo not drawn)	-2	4.3	4	-3	-0.2	-13	0.6	nt	18	1
Cn1c(C(O)c2ccccc2)nc(Cl)c1Cl (stereo not drawn)	4	1.1	0	5	i	7	-0.4	nt	15	4
CCOc1ccc(S(=O)(=O)Nc2cccc(C(=O)NCC(c3ccco3)N(C)C)c2)cc1 (stereo not drawn)	8	-0.9	nt	2	-3.4	9	-5.3	1.3	nt	-11
CCCc1nn(C)c2c(=O)[nH]c(-c3cc(S(N)(=O)=O)ccc3OCC)nc12	5	1.2	0	7	-1.0	-3	3.3	3.4	15	17
CCOC(=O)c1ccc2nc(C)c(CC)c(Cl)c2c1	18	-1.0	2	8	-2.1	-12	-1.4	-0.1	12	-7
COc1ccc(NC(=O)c2cc(C3CCCCN3C(=O)c3cc(F)ccc3C)on2)c(C)c1 (stereo not drawn)	14	nt	nt	15	i	nt	-0.1	-2.2	nt	-2
Cc1cccc(C)c1NS(=O)(=O)c1ccc2c(c1)C(=O)c1ccccc1C2=O	-3	-0.8	5	7	-0.4	3	0.3	nt	2	1
Cc1cccc(C(=O)Nc2ccccc2N2CCN(c3ccc(F)cc3)CC2)c1	0	0.0	-4	2	-0.3	-2	0.8	nt	45	-3
O=C(COc1ccccc1)Nc1ccccc1N1CCN(c2ccc(F)cc2)CC1	1	1.2	4	5	-14	-8	-0.6	1.0	15	1
CC(C)CN(C(=O)CSc1nncn1-c1ccccc1)c1c(N)n(CC(C)C)c(=O)[nH]c1=O	0	0.1	4	4	0.3	-14	0.2	0.4	12	-6
CCCCOC1OCN(C2CCCCC2)CC1(C)C (stereo not drawn)	2	nt	nt	12	-11	nt	-0.8	1.8	nt	-4
CCOc1ccc(S(=O)(=O)N2CCOCC2)cc1NC(=O)c1ccccc1F	12	-0.1	5	-4	-1.3	-4	3.3	-0.1	-40	1
Cc1cccc(OCc2nc(-c3ccc(Br)o3)no2)c1	7	2.0	2	-10	i	-16	0.1	0.5	-14	-7
Cc1ccccc1NC(=S)N(C)C1(c2ccccc2Cl)CCCCC1=O (stereo not drawn)	4	1.0	-2	-8	-0.4	-4	1.8	nt	25	-1
CC(Sc1n[nH]c(N)n1)C(=O)Nc1ccc(Cl)cn1 (stereo not drawn)	0	-0.3	1	-1	i	-17	-0.1	0.9	18	-1
CCCCn1c(N)c(N(CC(C)C)C(=O)c2cccc(S(=O)(=O)N3CCCCCC3)c2)c(=O)[nH]c1=O	-1	-0.9	9	-2	-0.1	-18	0.7	-3.0	14	-2
COc1ccc(CN(C)CC(=O)NC(=O)Nc2ccccc2F)cc1	-2	0.3	nt	12	0.0	-9	-1.1	0.9	nt	1
Cc1ccc(C)c(OCC(=O)NCC(c2ccco2)N2CCCCC2)c1 (stereo not drawn)	20	nt	nt	8	-0.7	-8	5.1	2.2	nt	-3
CCN(CC)CCN1C(=O)Cn2c(C)c(C)c3cccc1c32	2&8	0.3&-0.2	-7&-6	-1&-10	4.2&-11	10	-0.1&-0.5	0.0&1.0	13&9	0&-3
O=C(C1CCCO1)N(c1ccc(F)cc1)C1C=CS(=O)(=O)C1 (stereo not drawn)	3	-2.5	-2	13	i	8&0	-0.7	0.6	13	-2
CCc1sc(C(=O)N2CCC3(CC2)OCCO3)cc1Br	5	-0.8	-8	9	-0.4	-23	-1.0	nt	-9	-1
CCOc1ccc(C2=Nn3c(nnc3-c3ccccn3)SC2)cc1	-2	1.2	4	-7	i	5	-0.9	nt	7	-1
N=C1C(c2ccccc2)=C(O)CN1CCCO	-2	-0.3	-3	-14	4.2	-8	0.0	1.3	14	-3
COc1cc(NC(=O)c2sc3nc(C)nc(N4CCOCC4)c3c2C)cc(OC)c1OC	23	1.7	-4	2	-0.5	-3	-0.7	1.3	-21	0
CSc1cccc(NC(=O)CSc2nc3ccccc3o2)c1	13	1.2	-3	1	1.8	-10	1.0	0.7	19	5
COc1cccc(CNC(=O)c2cccc(NC3=NC4CS(=O)(=O)CC4S3)c2)c1 (stereo not drawn)	3	0.3	-5	3	0.3	0	1.0	0.8	13	5
CCn1c(SCC(=O)NCc2cccs2)nc2c1c(=O)n(C)c(=O)n2C	5	2.3	-5	14	-1.8	-3	-0.6	nt	-15	-5
O=C(Nc1nnc(SCc2ccccn2)s1)C1CC(=O)N(c2ccccc2)C1 (stereo not drawn)	4	1.0	-4	-2	-0.2	-2&0	-0.3	nt	33	0

Compound activity from PubChem.
